Source: PubChem BioAssay
yeast mlh1 rad18 – NCI yeast anticancer drug screen, S. cerevisiae mlh1 rad18 strain. growth inhibition, % at 50 µM. 79,000 tested, 11% active. AID 175;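 also: 0% = growth of vehicle-only cultures of the same strain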
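Growth inhibition of the yeast strain was measured after compound exposure and expressed relative to vehicle-treated controls. The strain carries defined defects in DNA damage repair.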
sgs1 mgt1 – NCI yeast anticancer drug screen, S. cerevisiae sgs1 mgt1 strain; % growth inhibition at 50 µM; 78,000 tested, 10% active;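 also: 0% = growth of vehicle-only cultures of the same strain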
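Yeast cells carrying a defined DNA-repair defect were exposed to test compounds. Growth inhibition was measured relative to vehicle-treated controls.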
yeast cln2 rad14 – NCI yeast anticancer drug screen, S. cerevisiae cln2 rad14 strain; 78,000 tested, 8.3% active; growth inhibition, % at 50 µM;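 also: 0% = growth of vehicle-only cultures of the same strain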
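Test compounds were added to cln2 rad14 yeast cultures; inhibition of growth was then determined by comparison with vehicle treatment.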
rad50 – NCI yeast anticancer drug screen, S. cerevisiae rad50 strain; growth inhibition, % at 50 µM; 79,000 tested, 10% active; AID 155;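 also: 0% = growth of vehicle-only cultures of the same strain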
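Vehicle-treated cultures provide the reference for the growth inhibition reported for compound-exposed, repair-deficient yeast.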
bub3 – NCI yeast anticancer drug screen, S. cerevisiae bub3 mutant strain; growth inhibition, % at 50 µM; 78,000 tested, 9.9% active; AID 167;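 also: 0% = growth of vehicle-only cultures of the same strain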
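Part of a panel of yeast mutants defective in DNA damage repair or cell cycle regulation. Each strain is grown with compound, and inhibition is calculated relative to solvent-treated cultures.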
mec2-1 – NCI yeast anticancer drug screen, S. cerevisiae mec2-1 strain; 79,000 tested, 9% active; AID 157; % growth inhibition at 50 µM;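 also: 0% = growth of vehicle-only cultures of the same strain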
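Strain: mec2-1 (DNA repair/cell cycle alteration). Compound exposure, then growth measured; inhibition expressed relative to vehicle.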
An asterisk follows results filed as active; . = no result given; & = joins results of further samples; ! = a repeat was not active. Rule as the data show it: active = growth inhibition above about 70%; inactive = the rest. The list is partial; rates above refer to the full screens.

1) CCOS(=O)OCC
2) O=C(O)c1cccc(P(=O)(O)O)c1
3) CC1(C)OC2OCCC(N=[N+]=[N-])C2O1 (stereo unspecified)
4) CC(C)CC(C)(c1ccc(O)cc1)c1ccc(O)cc1
5) CC(C)N=Cc1ccccc1O.CC(C)N=Cc1ccccc1O.[Ni]
6) NC(=NC(=O)c1ccccc1)N[N+](=O)[O-]
7) C1CSCCO1.[Cu+2].[O-][Cl+3]([O-])([O-])O
8) CCCCC1(CC)C(=O)NC(=Nc2ccccc2)NC1=O (stereo unspecified)

compound no.,1,2,3,4,5,6,7,8
yeast mlh1 rad18,9,0&3,-4,92*,22,-28,-14,-14
sgs1 mgt1,-26,17&-5,-1,94*,49,-15,0,2
yeast cln2 rad14,18,29&2,-30,93*,-4,-87,-37,-31
rad50,19,9&14,1,92*,51,20,-8,-2
bub3,18,-11&-4,-1,92*,7,-3,-37,12
mec2-1,0,-13&-19,-5,93*,1,-14,-11,-8

The list goes on, starting with the last two of the part before.
7) C1CSCCO1.[Cu+2].[O-][Cl+3]([O-])([O-])O
8) CCCCC1(CC)C(=O)NC(=Nc2ccccc2)NC1=O (stereo unspecified)
9) Cc1nc2ccc(Br)cc2c(=O)n1-c1nnc(C(C)(C)C)s1
10) C[C@@]1(C(=O)c2ccccc2)N(c2ccccc2)[C@@]1(C)C(=O)c1ccccc1
11) CC1(C(=O)O)C2[Se]c3cc[se]c3C2C1(C)C(=O)O (stereo unspecified)
12) COc1ccc2c3c1OC1C(OC)(OC)C=CC4(Cl)[C@@H](C2)N(C)CC[C@]314 (stereo partly specified)
13) CSP(=S)(SC)SC(C)C
14) CC[PH+](CC)CC.[Cl][Au]
15) O=[N+]([O-])NC1=NCCN1CCO
16) C[C@@H]1[C@H](c2ccccc2)OCN1C

compound no.,7,8,9,10,11,12,13,14,15,16
yeast mlh1 rad18,-14,-14,-12,32,-5,23,-4,91*,-19,11&20
sgs1 mgt1,0,2,-23,4,-8,-7,24,91*,-2,0&-30
yeast cln2 rad14,-37,-31,-6,22,-21,-6,27,91*,-17,15&6
rad50,-8,-2,-11,9,-2,0,19,90*,-9,19&30
bub3,-37,12,-21,16,1,-7,6,90*,-26,12&-32
mec2-1,-11,-8,-40,8,10,9,2,91*,-4,-19&-12

17) Cn1cnc([N+](=O)[O-])c1C(=O)O
18) CCC(C)C(=O)O[C@H]1C(=O)O[C@@H]2C[C@H]3C(C)=CC(=O)[C@@H](O)[C@]3(C)[C@H]3[C@@H](O)[C@H](O)[C@@]4(C)OC[C@]32[C@@H]14 (stereo partly specified)
19) COC(=O)C1=CO[C@@H](C)[C@@H]2CN3CCc4c([nH]c5cc(OC)ccc45)[C@H]3C[C@H]12
20) O=C(CN1CC1)Nc1ccc(NC(=O)CN2CC2)cc1
21) CC1[N-]C(/C=N/O)NC(C)N1.CC1[N-]C(/C=N/O)NC(C)N1.[Br][Ni+2][Br] (stereo unspecified)
22) CC(C)CC[CH2][Pb]([CH2]CCC(C)C)([CH2]CCC(C)C)[O]C(=O)C(Cl)(Cl)Cl
23) CCC1CN1P(=O)(Oc1ccccc1)N1CC1CC (stereo unspecified)
24) O=C1Nc2ccccc2Oc2ccccc21

compound no.,17,18,19,20,21,22,23,24
yeast mlh1 rad18,7,.,-41,2,-16,99*,-20,-33
sgs1 mgt1,20,16,-34,5,-22,98*,-15,.
yeast cln2 rad14,-13,47,-30,-5,-19,99*,-16,.
rad50,8,62,-44,2,-15,99*,-6,-21
bub3,-18,34,-2,12,1,99*,58,.
mec2-1,25,52,-33,0,-10,99*,-17,-17

Single entries from the list.
bub3, `Cn1cnc([N+](=O)[O-])c1C(=O)O` → -18
yeast mlh1 rad18, `CC(C)CC[CH2][Pb]([CH2]CCC(C)C)([CH2]CCC(C)C)[O]C(=O)C(Cl)(Cl)Cl` → 99*
mec2-1, `COC(=O)C1=CO[C@@H](C)[C@@H]2CN3CCc4c([nH]c5cc(OC)ccc45)[C@H]3C[C@H]12` → -33
mec2-1, `CC1[N-]C(/C=N/O)NC(C)N1.CC1[N-]C(/C=N/O)NC(C)N1.[Br][Ni+2][Br]` (stereo unspecified) → -10
yeast cln2 rad14, `O=C(CN1CC1)Nc1ccc(NC(=O)CN2CC2)cc1` → -5

Continuation.
25) COc1cc[c]([Pb]([c]2ccc(Cl)cc2)([c]2ccc(Cl)cc2)[c]2ccc(OC)cc2)cc1
26) C=CCNCC(O)c1ccccc1 (stereo unspecified)
27) CC(O)CN(CCN(CC(C)O)CC(C)O)CC(C)O.O=[N+]([O-])O.[Cu+2] (stereo unspecified)
28) CC[n+]1c(/C=C/c2ccc(N(CCCl)CCCl)cc2)ccc2cc(I)ccc21
29) CCN(CC)C(=S)S
30) CSCCC(N)C(=O)O.[Pb] (stereo unspecified)
31) N#CC(C#N)=Cc1ccc([N+](=O)[O-])s1
32) COC1CC(OC2C(C)OC(OC3C(C)OC(OC4C(O)CC(O[C@H]5CC[C@@]6(C)C(=CC[C@]7(O)[C@@H]6C[C@@H](OC(C)=O)[C@@]6(C)[C@]7(O)CC[C@@]6(O)C(C)=O)C5)OC4C)CC3OC)CC2OC)OC(C)C1O (stereo partly specified)

compound no.,25,26,27,28,29,30,31,32
yeast mlh1 rad18,16,5,5,89*,99*!,-20,99*,-50
sgs1 mgt1,-1,-12,-27,89*,100*!,13,99*,-12
yeast cln2 rad14,-26,7,-36,89*,99*!,-40,98*,-1
rad50,-13,14,6,91*,99*!,-18,100*,-5
bub3,-4,6,-30,92*,100*!,-12,99*,-19
mec2-1,-9,-14,-54,91*,100*!,-10,100*,-3

33) CCCCCCCC(=O)[O-].N.N.N.N.N.[Co+3].[O-][Cl+3]([O-])([O-])[O-]
34) O=c1oc2ccccc2c(O)c1C(c1ccc2c(c1)Cc1ccccc1-2)c1c(O)c2ccccc2oc1=O
35) CN(C)Cc1c[nH]c2cc(OCc3ccccc3)ccc12
36) N/C(=N\S(=O)(=O)c1ccccc1)N[N+](=O)[O-]
37) [N-]=[N+]=CC(=O)C1(C(=O)C=[N+]=[N-])CC1
38) COC(=O)C1=NC(=N)N=C(C(=O)OC)C12C(=O)Cc1ccccc12 (stereo unspecified)
39) COC(=O)CCC(=O)Cl
40) O=C1c2ccccc2C(=O)N1[N+](=O)[O-]

compound no.,33,34,35,36,37,38,39,40
yeast mlh1 rad18,-13,88*,-10,-10&4,-27,16,7,14
sgs1 mgt1,-47,73*,7,-5&-9,-41,-5,-6,-10
yeast cln2 rad14,9,79*,-60,-3&-39,-18,-9,-27,-27
rad50,-16,70*,-6,-6&5,-15,2,13,-17
bub3,-11,76*,11,7&-9,-17,-4,4,-7
mec2-1,20,89*,-2,-9&-1,-11,6,-10,17

41) CC(N)Cc1ccc(Cl)c(Cl)c1 (stereo unspecified)
42) Nc1ccc2ccc(N3CCNCC3)nc2n1
43) COc1ccc(P2(=S)OC(C)(C)C(C)(C)O2)cc1
44) CC1=CC2OC3CC(OC(=O)/C=C/C=C/C(OCCC4=CC(=O)OC4)C(C)O)C(C)(C2(CO)CC1)C31CO1 (stereo unspecified)
45) O=S(=O)(F)c1cccc(Cl)c1C[P+](c1ccccc1)(c1ccccc1)c1ccccc1
46) O=C(Cl)c1ccc(Br)cc1
47) CN1CCC(O)(c2ccccc2)C(C(O)c2ccccc2)C1 (stereo unspecified)
48) Nc1nc(N)c2n[nH]nc2n1

compound no.,41,42,43,44,45,46,47,48
yeast mlh1 rad18,29,19,-43,-2,41,12,-21,-15
sgs1 mgt1,-3,43,-24,12,14,0,18,-22
yeast cln2 rad14,-2,-4,-52,25,13,-33,-9,-105
rad50,14,24,-25,32,26,3,5,-18
bub3,-5,19,-11,8,26,9,-24,4
mec2-1,7,-12,-16,-1,3,-4,-22,-6

49) Oc1ccc(C(O)C2CCCCN2)cc1O (stereo unspecified)
50) Nc1nc(N)c(-c2ccc(Cl)c(Cl)c2)c(CCc2ccc(CNC(=O)c3ccc(S(=O)(=O)F)cc3)cc2)n1
51) O=[N+]([O-])c1[nH]c(Cl)nc1Cl
52) N#CC(C#N)=C(C#N)C#N
53) CN(C)C(=O)NC(O)C(Cl)(Cl)Cl (stereo unspecified)
54) Brc1ccc(NP(Br)(c2ccccc2)(c2ccccc2)c2ccccc2)cc1
55) O=C(Nc1ccccc1)C(Cl)(Cl)Cl
56) C[C@]12CCc3nonc3C1CC[C@@H]1C2CC[C@@]2(C)C1CC[C@@H]2O (stereo partly specified)

compound no.,49,50,51,52,53,54,55,56
yeast mlh1 rad18,0,76*,6,6,19,20,20,-2
sgs1 mgt1,0,44,0,2,-5,58,11,0
yeast cln2 rad14,-18,75*,17,-26,-21,12,-10,-53
rad50,-10,47,3,14,-20,53,-10,4
bub3,-17,69,0,0,-4,12,-10,-8
mec2-1,-21,96*,2,5,-8,6,-26,-1

57) O=C(CCl)N1CCCCC1
58) CCOC(=O)C1OC(C2(C)OC3(OC4(C=CC3O)OC(C(C)C(=O)C(C)C(O)C(C)CC(C)c3c(Cl)cc(C)c(O)c3C(=O)O)C(C)CC4C)C(C)C2OC)CC1O (stereo unspecified)
59) O=C(Nc1ccccc1)OC/C=C\c1ccccc1
60) C/C=C/CC1(C(C)C)C(=O)NC(=O)NC1=O
61) O=C(O)C1C2c3ccccc3C(c3ccccc32)C1Br (stereo unspecified)
62) CC1CN=C(NCc2ccccc2)S1 (stereo unspecified)
63) Cc1ccccc1/C(=C/c1ccc([N+](=O)[O-])cc1)C(=O)Nc1ccc(S(=O)(=O)F)cc1
64) CC(C)=CC[N+]12CN3CN(CN(C3)C1)C2

compound no.,57,58,59,60,61,62,63,64
yeast mlh1 rad18,-27,6,-5,8&-2,14,-7,98*,5
sgs1 mgt1,-24,-7,4,11&-4,-1,-33,96*,-6
yeast cln2 rad14,-54,23,3,11&4,34,22,96*,-33
rad50,-34,-13,0,19&9,3,-33,97*,-45
bub3,-37,6,4,1&-1,-8,-1,97*,-7
mec2-1,-10,-27,-5,8&11,4,17,95*,-18

65) O=C(CCc1ccccc1)Nc1ccc(Cl)cc1C(=O)c1ccccc1
66) Cc1cc[n+](CC(O)C[n+]2ccc(C)cc2)cc1
67) COc1cc(/C=C/[N+](=O)[O-])c(OC)cc1Br
68) NCCn1ccc2ccccc21
69) CO/C(N)=C(\C#N)N=Cc1cccnc1
70) NC(Cc1ccc2c(c1)OCO2)c1ccccc1 (stereo unspecified)
71) CC[As](=O)(O)c1ccc(I)cc1
72) c1ccc(P(CCP(CCP(c2ccccc2)c2ccccc2)c2ccccc2)CCP(c2ccccc2)c2ccccc2)cc1 (stereo unspecified)

compound no.,65,66,67,68,69,70,71,72
yeast mlh1 rad18,29,4,89*,18,-25,4,6,11&30&-6
sgs1 mgt1,24,21,87*,5,37,3,-2,-1&18&-19
yeast cln2 rad14,-26,16,73*,7,15,-27,-12,7&-20&-8
rad50,-1,2,60,8,30,0,4,8&0&-5
bub3,54,8,88*,0,48,0,13,22&3&0
mec2-1,20,0,83*,-21,80*,9,-8,10&35&-6

73) CCOC(=O)C(Cc1ccc(N(CCCl)CCCl)cc1)NC(=O)C(CCC(=O)O)NC(=O)C(Cc1ccc(O)cc1)NC(=O)C(CCCC(=O)O)NC(=O)C(N)Cc1ccc(O)cc1 (stereo unspecified)
74) C=C1[C@@H](C)[C@H]2[C@H](Cc3ccccc3)NC(=O)[C@]23OC(=O)/C=C/[C@H](O)CCC[C@@H](C)C/C=C/[C@H]3[C@@H]1O
75) O=CNc1ccccc1
76) N#CC(c1ccccc1)c1ccccc1

compound no.,73,74,75,76
yeast mlh1 rad18,30,58,7,31
sgs1 mgt1,-6,25,1,-5
yeast cln2 rad14,15,39,6,-18
rad50,8,53,19,-13
bub3,8,59,8,21
mec2-1,14,26,2,9

A draw from above in order of molar mass, rising.
75) O=CNc1ccccc1
76) N#CC(c1ccccc1)c1ccccc1
71) CC[As](=O)(O)c1ccc(I)cc1
73) CCOC(=O)C(Cc1ccc(N(CCCl)CCCl)cc1)NC(=O)C(CCC(=O)O)NC(=O)C(Cc1ccc(O)cc1)NC(=O)C(CCCC(=O)O)NC(=O)C(N)Cc1ccc(O)cc1 (stereo unspecified)

compound no.,75,76,71,73
yeast mlh1 rad18,7,31,6,30
sgs1 mgt1,1,-5,-2,-6
yeast cln2 rad14,6,-18,-12,15
rad50,19,-13,4,8
bub3,8,21,13,8
mec2-1,2,9,-8,14
